Source: PubChem (several laboratories)
Spn PMK inh: S. pneumoniae PMK inhibition. inhibition, % at 10 µM. purified PMK, PK/LDH-coupled NADH absorbance 340 nm. 65,000 compounds, 0.49% hits;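 active = top-ranked compounds by inhibition in the single 10 µM screen, taking a fixed number of the strongest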;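 note: 0% = full reaction with DMSO carrier and 100% = background rate without enzyme reaction; no value below 0 was filed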
HT1080 viability: cytotoxicity in HT1080 fibrosarcoma cells, cell-based, fluorescence readout (AID 620) | cytotoxicity, % at 10 µM, or EC50 in µM where a hit was titrated | 87,000 compounds, 0.42% hits | HT1080 viability, fluorescence; higher % means a stronger effect;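 note: cells exposed to compound overnight then 4 h with Alamar Blue; 0% = vehicle DMSO and 100% = killing control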
LYP inhibition: inhibition of human PTPN22 tyrosine phosphatase – biochemical, DiFMUP fluorescence, recombinant catalytic domain, 10 µM, primary screen (AID 606); 52,000 tested, under 10 active; inhibition, % at 10 µM; hits with a dose series show IC50 in µM; recombinant LYP catalytic domain, DiFMUP fluorescence; higher % means a stronger effect;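 active = IC50 under 40 µM in the dose-response test; inactive = IC50 of 40 µM or more, or never dose-tested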
HPDE-C7 viability: cytotoxicity in HPDE-C7 cells, cell-based, fluorescence, HTS (AID 430) | HPDE-C7 pancreatic duct cells viability, fluorescence; higher % means a stronger effect | one-dose cytotoxicity, % at 10 µM; EC50 in µM for titrated hits | 63,000 compounds, 1.8% hits;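 note: cells exposed to compound for 48 hours before viability readout; 0% = vehicle and 100% = reference cytotoxic drug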
KRASV12 cytotoxicity: cytotoxicity in KRAS-transformed pancreatic duct cells, primary screen, cell-based, fluorescence, HTS (AID 431); HPDE-C7K KRASV12 cells, Alamar Blue viability, 48 h; higher % means a stronger effect; cytotoxicity, % at 10 µM, or EC50 in µM where a hit was titrated; 63,000 compounds, 1.7% hits;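 active = compounds whose percent cytotoxicity in the single-dose primary screen, scaled between solvent and toxic-drug controls, exceeds 50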;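 note: 0% = DMSO solvent wells and 100% = doxorubicin-treated wells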
DPM-DC inhibit: inhibitors of Streptococcus pneumoniae diphosphomevalonate decarboxylase | calls only at 10 µM | AID 556 | 65,000 compounds, 0.49% hits | purified DPM-DC, PK/LDH coupled NADH fluorescence;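 active = the 320 compounds with the highest percent inhibition in the single-dose primary screen, excluding strongly autofluorescent ones, cut at about 32% in these data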;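 note: kinetic rate of NADH fluorescence loss reporting ADP formed by the decarboxylase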
Bfl-1 displacement: Bfl-1 inhibitors, primary screen, biochemical, fluorescence polarization, FITC-Bid, mouse (AID 432); displacement, % at 20 µM, or IC50 in µM where a hit was titrated; FITC-Bid BH3 peptide fluorescence polarization displacement; higher % means a stronger effect; 64,000 compounds, 0.02% hits; in the data active = a potency from the dose series; inactive = the rest, 99 in 100 with displacement below about 15%; note: strong numbers were not always called active
MK inhibit: blocks S. pneumoniae mevalonate kinase; purified MK, PK/LDH-coupled NADH absorbance 340 nm; inhibition, % at 10 µM; 65,000 compounds, 0.48% hits;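 active = ranked among the strongest by inhibition in the single 10 µM screen, a fixed top-ranked set picked for dose follow-up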; note: no value below 0 was filed
TNAP inhibition: human TNAP enzyme inhibitors, biochemical, luminescent (AID 518) | 64,000 compounds, 0.09% hits | purified TNAP enzyme, luminescent substrate readout; higher % means a stronger effect | inhibition, % at 20 µM, or IC50 in µM where a hit was titrated; in the data active = a potency from the dose series; inactive = the rest, 99 in 100 with inhibition below about 22%;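 note: plate controls were vehicle for no effect and reference inhibitor for full effect; many of its hits are not listed in these tables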
Spn PMK inh pilot replicates: recorded beside Spn PMK inh, whose call it bears; inhibition, %; measured here: pilot screen replicates
MK inhibit pilot replicates: further read-out of MK inhibit, marked with its call; inhibition, %; measured here: pilot screen replicates
DPM-DC inhibit pilot screen %: second read-out of DPM-DC inhibit, no call of its own (marks repeat the call); inhibition, %; measured here: pilot screen trials
The depositor's hits bear a star; i = inactive; · = not tested or not shown; + = active, no number; [ ] = another dose, or the depositor's remark. Cut-off read from the data, not from the text of the source, unless noted: active = cytotoxicity above about 50%; inactive = the rest.

SMILES	Spn PMK inh	Spn PMK inh pilot replicates	HT1080 viability	LYP inhibition	HPDE-C7 viability	KRASV12 cytotoxicity	DPM-DC inhibit	Bfl-1 displacement	MK inhibit	MK inhibit pilot replicates	TNAP inhibition	others
COc1cc(C)nc(OCCNS(=O)(=O)c2cc(C)ccc2C)n1	19	·	8%	0%	-1%	-3%	i	-7%	2	·	12%
O=C(NCCCN1CCOCC1)C1(c2ccccc2)CCCC1	5	·	-5%	-5%	·	·	i	-6%	6	·	10%
CCc1nccn1S(=O)(=O)c1ccc(OC)c(OC)c1	7	·	0%	9%	-1%	8%	i	-9%	6	·	6%
CCOC(=O)c1sc(NC(=O)C2CCCO2)c(C(=O)OCC)c1C (stereo not drawn)	11	·	-8%	5%	2%	0%	i	-9%	5	·	6%
COc1ccc(NC(=O)COC(=O)c2ccc(Br)o2)cc1OC	8	·	-3%	6%	10%	1%	i	-5%	0	·	4%
Cc1cccc(C)c1NC(=O)Cn1c(=O)n(CCC(=O)NCc2ccco2)c(=O)c2sccc21	16	·	5%	12%	14%	13%	i	3%	6	·	16%
Cc1oc(/N=C/c2ccc3c(c2)OCO3)c(C#N)c1C	0	·	11%	·	-15%	1%	i	-5%	6	·	16%
COC(=O)c1cccnc1-n1c(=O)c2cccnc2n(Cc2cccc(OC)c2)c1=O	3	·	-2%	9%	15%	6%	i	1%	3	·	1%
COc1cccc(NC(=O)CSc2nc3ccccc3c(=O)n2CCCC(=O)N2CCCC2)c1	14	·	3%	0%	11%	12%	i	3%	5	·	1%
CN1CCOc2cc(S(=O)(=O)Nc3ccc(F)cc3)ccc21	13	·	8%	-11%	5%	12%	i	-8%	2	·	5%
CCOC(=O)c1ccc2ncc(C(=O)OCC)c(NCCN(C)C)c2c1	6	1.5	1%	8%	6%	10%	i	2%	9	0.5	14%	DPM-DC inhibit pilot screen %=10
COc1ccc(Cl)cc1NC(=O)CSc1nnc(Cc2cccn2C)n1-c1ccc(F)cc1	0	·	-9%	5%	-14%	-1%	i	-7%	9	·	9%
CC1CCCN(C(=O)C(Cc2ccccc2)n2cccc2)C1 (stereo not drawn)	4	·	-10%	-13%	-19%	-21%	i	0%	0	·	2%
c1ccc(-c2nc3nonc3c3nc4ccccc4n23)cc1	4	0.5	-4%	2%	-11%	-5%	+	-2%	i	0.0	20%	DPM-DC inhibit pilot screen %=27*
Cc1ccc(C)c(N2CCN(C(=O)c3ccc(NS(=O)(=O)c4c(C)noc4C)cc3)CC2)c1	2	·	-2%	·	41%	17%	i	-2%	4	·	-1%
COc1ccc(S(=O)(=O)Nc2ccc(Cl)cn2)c(C)c1C	16	0.0	-5%	2%	-9%	-3%	i	-6%	0	0.0	10%	DPM-DC inhibit pilot screen %=0.0
CC(=O)c1ccc(OCC(O)Cn2nnc3ccccc32)cc1 (stereo not drawn)	7	·	1%	12%	-10%	1%	i	4%	3	·	12%
CCOc1cc(S(=O)(=O)NCc2ccc3c(c2)OCO3)ccc1F	9	0.0	-1%	·	6%	-5%	i	0%	11	0.0	8%	DPM-DC inhibit pilot screen %=0.0
CC1CCN(S(=O)(=O)c2ccc3[nH]cc(C(=O)NCCN4CCOCC4)c(=O)c3c2)CC1	12	2.0	-8%	-4%	46%	58%*	·	-5%	0	1.0	11%
O=C(O)CCc1ccc(-c2ccc(Br)cc2)n1CC(=O)O	8	2.5	-3%	-2%	-6%	-11%	i	6%	7	0.5	10%	DPM-DC inhibit pilot screen %=2.5
CCC(C(=O)N1CCN(c2ccccn2)CC1)n1nc(C)n2c(cc3occc32)c1=O (stereo not drawn)	16	·	4%	20%	·	·	i	1%	0	·	9%
O=C1Nc2ccccc2C12OCCCCO2	11	·	3%	5%	-25%	-24%	i	-8%	7	·	13%
c1coc(CNc2nc3nonc3nc2NCc2ccco2)c1	7	·	-11%	1%	5%	2%	i	5%	4	·	8%
CCOC(=O)c1cc(NC(=O)N2CCOCC2)c(C)nc1C	1	·	-5%	0%	-6%	-4%	i	-6%	5	·	4%
Cc1ccc(-c2nnc(SCC#N)n2N)cc1	4	·	3%	4%	-1%	-2%	i	-2%	7	·	10%
O=C(NC1CCCCC1)NC1CCN(CC(=O)N2CCOCC2)CC1	12	·	-20%	·	-11%	-13%	i	-6%	0	·	5%
CCC(=O)N(CCO)Cc1cc2ccc(C)c(C)c2[nH]c1=O	12	·	2%	·	7%	-5%	i	0%	10	·	10%
Nc1nc(-c2cccnc2)nn1C(=O)CCc1ccccc1	1	·	-5%	-10%	·	·	i	·	10	·	·
COc1cccc(-n2nc(C(=O)Nc3ccc4c(c3)OCO4)c3ccccc3c2=O)c1	0	0.5	-8%	-12%	5%	-6%	i	0%	0	0.0	8%	DPM-DC inhibit pilot screen %=0.0
CCn1c(N)nc2c1c(=O)n(C)c(=O)n2C	0	·	5%	8%	2%	6%	i	0%	4	·	0%
CCCOC(=O)c1ccc(-c2c(C)noc2-c2ccc(OC)cc2O)o1	5	2.5	-6%	11%	-3%	2%	i	-1%	7	0.0	19%	DPM-DC inhibit pilot screen %=5.0
COc1ccccc1NC(=O)C1=C(C)Nc2nnnn2C1c1cccc(Br)c1 (stereo not drawn)	7	·	-3%	13%	0%	-6%	i	-10%	6	·	3%
Cc1cc(C)n(-c2nc3sc4c(c3c3nnc(SCC(N)=O)n23)CC(C)(C)OC4)n1	0	0.0	9%	3%	-11%	-6%	i[fluoresces]	2%	3	0.0	8%	DPM-DC inhibit pilot screen %=100
COc1cc(Cn2c(N)c(C#N)c3nc4ccccc4nc32)cc(OC)c1	0	·	-6%	·	-6%	-4%	·	1%	6	·	1%
CN1CCc2c(C#N)c(N3CCCCC3)nc(N3CCOCC3)c2C1	1	·	·	-4%	-2%	3%	i	-4%	4	·	7%
CC1(C)Cc2cccc(OCC(O)CNCc3ccccn3)c2O1 (stereo not drawn)	11	·	-6%	·	·	·	i	0%	0	·	-4%
O=C(Cn1nnc(-c2ccccc2F)n1)Nc1cccc2ncccc12	0	·	11%	-4%	-23%	-6%	i	-4%	11	·	3%
COC(=O)/C=C(\C)NC(=O)c1ccccc1Cl	0	·	-3%	·	-22%	-8%	i	-5%	16	·	8%
CC(C)(C)n1nnnc1C(c1cccnc1)N1CCN(C(=O)c2ccco2)CC1 (stereo not drawn)	16	·	1%	-3%	-10%	-10%	i	-4%	0	·	12%
CCOc1ccc2nc(NC(=O)C3CCCN(S(=O)(=O)c4c(C)noc4C)C3)sc2c1 (stereo not drawn)	0	5.0	·	·	26%	30%	i	3%	2	1.5	16%	DPM-DC inhibit pilot screen %=0.5
COc1ccc(CCN2C(=O)CCC2(C)C(=O)NCc2cccnc2)cc1OC (stereo not drawn)	8	2.0	-6%	-4%	8%	-11%	i	2%	0	2.5	18%	DPM-DC inhibit pilot screen %=3.0

Sorted by molar mass (smallest number first): some entries from above.
SMILES	Spn PMK inh	Spn PMK inh pilot replicates	HT1080 viability	LYP inhibition	HPDE-C7 viability	KRASV12 cytotoxicity	DPM-DC inhibit	Bfl-1 displacement	MK inhibit	MK inhibit pilot replicates	TNAP inhibition	others
O=C1Nc2ccccc2C12OCCCCO2	11	·	3%	5%	-25%	-24%	i	-8%	7	·	13%
CCCOC(=O)c1ccc(-c2c(C)noc2-c2ccc(OC)cc2O)o1	5	2.5	-6%	11%	-3%	2%	i	-1%	7	0.0	19%	DPM-DC inhibit pilot screen %=5.0
CCOc1ccc2nc(NC(=O)C3CCCN(S(=O)(=O)c4c(C)noc4C)C3)sc2c1 (stereo not drawn)	0	5.0	·	·	26%	30%	i	3%	2	1.5	16%	DPM-DC inhibit pilot screen %=0.5

Among those listed so far, these have an aryl methoxy group:
SMILES	Spn PMK inh	Spn PMK inh pilot replicates	HT1080 viability	LYP inhibition	HPDE-C7 viability	KRASV12 cytotoxicity	DPM-DC inhibit	Bfl-1 displacement	MK inhibit	MK inhibit pilot replicates	TNAP inhibition	others
COc1cc(C)nc(OCCNS(=O)(=O)c2cc(C)ccc2C)n1	19	·	8%	0%	-1%	-3%	i	-7%	2	·	12%
CCc1nccn1S(=O)(=O)c1ccc(OC)c(OC)c1	7	·	0%	9%	-1%	8%	i	-9%	6	·	6%
COc1ccc(NC(=O)COC(=O)c2ccc(Br)o2)cc1OC	8	·	-3%	6%	10%	1%	i	-5%	0	·	4%
COC(=O)c1cccnc1-n1c(=O)c2cccnc2n(Cc2cccc(OC)c2)c1=O	3	·	-2%	9%	15%	6%	i	1%	3	·	1%
COc1cccc(NC(=O)CSc2nc3ccccc3c(=O)n2CCCC(=O)N2CCCC2)c1	14	·	3%	0%	11%	12%	i	3%	5	·	1%
COc1ccc(Cl)cc1NC(=O)CSc1nnc(Cc2cccn2C)n1-c1ccc(F)cc1	0	·	-9%	5%	-14%	-1%	i	-7%	9	·	9%
COc1ccc(S(=O)(=O)Nc2ccc(Cl)cn2)c(C)c1C	16	0.0	-5%	2%	-9%	-3%	i	-6%	0	0.0	10%	DPM-DC inhibit pilot screen %=0.0
COc1cccc(-n2nc(C(=O)Nc3ccc4c(c3)OCO4)c3ccccc3c2=O)c1	0	0.5	-8%	-12%	5%	-6%	i	0%	0	0.0	8%	DPM-DC inhibit pilot screen %=0.0
CCCOC(=O)c1ccc(-c2c(C)noc2-c2ccc(OC)cc2O)o1	5	2.5	-6%	11%	-3%	2%	i	-1%	7	0.0	19%	DPM-DC inhibit pilot screen %=5.0
COc1ccccc1NC(=O)C1=C(C)Nc2nnnn2C1c1cccc(Br)c1 (stereo not drawn)	7	·	-3%	13%	0%	-6%	i	-10%	6	·	3%
COc1cc(Cn2c(N)c(C#N)c3nc4ccccc4nc32)cc(OC)c1	0	·	-6%	·	-6%	-4%	·	1%	6	·	1%
COc1ccc(CCN2C(=O)CCC2(C)C(=O)NCc2cccnc2)cc1OC (stereo not drawn)	8	2.0	-6%	-4%	8%	-11%	i	2%	0	2.5	18%	DPM-DC inhibit pilot screen %=3.0
